Assay outcomes deposited in PubChem BioAssay by several laboratories.
M5 antag – CHRM5 antagonism in calcium assay | P08912 | CHO-hM5 cells, Fluo-8 calcium fluorescence, ACh EC80 | inhibition, % at 3 µM | 360,000 compounds, 0.59% hits;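 active = inhibition above a per-plate cutoff, the mean of that plate's test compounds plus 3 SD, cut at about 27% in these data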;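 note: 0% = acetylcholine EC80 with DMSO and 100% = DMSO without agonist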
CHRM4 antagonist – antagonists of human muscarinic M4 receptor (CHRM4); inhibition, % at 3 µM; AID 624125; CHO-hM4 cells, ACh EC80, Fluo-8 calcium fluorescence; 360,000 compounds, 0.73% hits;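 active = inhibition above its plate's cutoff, the mean inhibition of sample wells plus 3 SD, cut at about 27% in these data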;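 note: 0% = acetylcholine EC80 with DMSO and 100% = DMSO without agonist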
Target sequence (P08173 whole entry, looked up): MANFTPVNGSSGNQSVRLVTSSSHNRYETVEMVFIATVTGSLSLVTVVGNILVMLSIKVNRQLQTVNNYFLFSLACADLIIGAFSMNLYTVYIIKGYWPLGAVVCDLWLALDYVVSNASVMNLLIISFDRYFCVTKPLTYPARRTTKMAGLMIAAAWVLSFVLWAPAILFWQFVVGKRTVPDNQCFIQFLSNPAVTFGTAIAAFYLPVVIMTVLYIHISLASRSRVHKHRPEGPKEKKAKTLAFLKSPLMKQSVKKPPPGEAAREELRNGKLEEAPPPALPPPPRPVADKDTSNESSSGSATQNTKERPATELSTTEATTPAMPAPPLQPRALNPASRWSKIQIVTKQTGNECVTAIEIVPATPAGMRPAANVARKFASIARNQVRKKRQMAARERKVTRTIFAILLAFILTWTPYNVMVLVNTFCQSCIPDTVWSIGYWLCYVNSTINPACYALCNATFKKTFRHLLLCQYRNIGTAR
CHRM4 agonist – agonists of human muscarinic M4 receptor (CHRM4); CHO-K1 hM4/Gqi5, Fluo-8 calcium fluorescence; vehicle 0%, full acetylcholine response 100%; activation, % at 3 µM; 360,000 compounds, 0.14% hits;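 active = activation above the run mean over all test wells plus 3 SD, cut at about 32% in these data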;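 note: peak over basal fluorescence ratio per well then scaled between controls; 0% = DMSO wells and 100% = acetylcholine at EC100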
M1 antag – antagonists of human M1 muscarinic receptor; 360,000 compounds, 1.3% hits; P11229; inhibition, % at 3 µM; CHO-K1 hM1, Fluo-8 calcium fluorescence, ACh EC80 antagonist;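 active = percent inhibition above its own plate's cutoff, namely the mean of that plate's compound wells plus 3 SD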;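 note: peak over basal fluorescence ratio during 140 s after agonist addition; 0% = ACh EC80 plus DMSO and 100% = DMSO alone without agonist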
Target sequence (P11229 whole entry, looked up): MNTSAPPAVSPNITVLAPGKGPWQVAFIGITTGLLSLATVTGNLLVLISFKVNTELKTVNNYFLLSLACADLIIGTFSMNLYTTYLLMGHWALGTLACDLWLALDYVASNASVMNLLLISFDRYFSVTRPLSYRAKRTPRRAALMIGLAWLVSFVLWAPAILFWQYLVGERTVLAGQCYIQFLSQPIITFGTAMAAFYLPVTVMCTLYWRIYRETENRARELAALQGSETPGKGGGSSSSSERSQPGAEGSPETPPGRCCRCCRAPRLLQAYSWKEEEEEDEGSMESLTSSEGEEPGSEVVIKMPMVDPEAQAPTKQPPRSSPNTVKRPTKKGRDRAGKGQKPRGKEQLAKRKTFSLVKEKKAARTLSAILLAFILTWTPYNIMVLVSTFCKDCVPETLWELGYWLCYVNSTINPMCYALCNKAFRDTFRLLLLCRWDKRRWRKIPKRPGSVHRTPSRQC
M5 ag – CHRM5 agonism in calcium assay | CHO-K1 hM5 cells, Fluo-8 calcium fluorescence; 0% DMSO wells, 100% maximal acetylcholine response | AID 624037 | 360,000 compounds, 0.19% hits | activation, % at 3 µM | P08912;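 active = activation above the run's mean over test compounds plus 3 SD, cut at about 23% in these data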;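 note: signal is peak over basal fluorescence ratio across the kinetic read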
CRFBP-R2 agonist – CRF-BP/CRF-R2 complex agonism. HEK293 CRF-R2/CRF-BP, calcium dye fluorescence (FLIPR); percent of saturating CRF peptide response. activation, % at 13.2 µM. 350,000 compounds, 0.46% hits. AID 588473;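 active = activation of at least 50%, plus an integration ratio under a set limit after plate pattern correction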;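 note: plate controls were neutral control wells without compound for no effect and CRF at EC100 for full effect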
M1 PAM – positive allosteric modulators of human M1 muscarinic receptor | 360,000 compounds, 0.088% hits | AID 588819 | CHO-K1 hM1, Fluo-8 calcium fluorescence, ACh EC20; 0% = ACh EC20, 100% = maximal ACh | activation, % at 3 µM | P11229; in the data active = activation above about 19%, passing the limit was not always enough
CHRM4 PAM – CHRM4 positive allosteric modulation. P08173. CHO-K1 hM4/Gqi5, Fluo-8 calcium fluorescence, ACh EC20; 0% = ACh EC20, 100% = maximal ACh. activation, % at 3 µM. 360,000 compounds, 0.4% hits. AID 624126;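 active = activation above its plate's cutoff, the mean activation of sample wells plus 3 SD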; note: some results filed as inactive read as strong as hits
CHRM5 PAM – CHRM5 positive allosteric modulation. activation, % at 3 µM. 360,000 compounds, 0.3% hits. CHO-K1 hM5, Fluo-8 calcium, ACh EC20 PAM; 0% = ACh EC20, 100% = ACh EC100;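 active = activation above the run cutoff, the mean activation of all test compounds plus 3 SD, cut at about 18% in these data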
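system = human M5 receptor in CHO-K1 cells | reagent = EC20 acetylcholine as agonist stimulus | compound dosing = single-point, 3 µM nominal | incubation = Fluo-8 loading 80 min at 37 °C plus 30 min room temperature | detection = Fluo-8 calcium dye fluorescence, kinetic read | benchmarks = low control EC20 acetylcholine (0%), high control EC100 acetylcholine (100%)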
An asterisk follows results filed as active; nt = no result given.

CRFBP-R2 agonist	M5 ag	CHRM5 PAM	CHRM4 agonist	SMILES	M1 antag	CHRM4 PAM	M5 antag	CHRM4 antagonist	M1 PAM
-0.3	0	-6	0	COc1ccc(N/C(N)=N/c2nc(C)cc(=O)[nH]2)cc1	-11	0	16	0	5
-2.5	-9	5	1	O=C(Cc1n[nH]c(=O)c2ccccc12)NC(c1ccccc1)c1ccccc1	-16	15	-4	-6	8
0.4	0	6	-2	Cc1cc(C)n2nc(-c3cnn(C)c3C(F)(F)F)cc2n1	-13	7	-1	-2	12
nt	2	-2	0	Cc1cc2nc(C(C)(C)C)c(Cc3ccccc3)n2c(C)c1Br	-13	-8	-8	-6	-4
-1.2	-1	-4	10	CN(C(=O)COC(=O)C1CCN(S(=O)(=O)c2c(Cl)cccc2Cl)CC1)c1ccccc1	0	-4	4	6	-6
0.2	1	5	0	O=C(Cc1ccc(F)cc1)NC1CCCCCC1	-13	-2	-2	-8	7
1.1	-3	-2	11	O=C(Nc1cccc(S(=O)(=O)N2CCOCC2)c1)c1cccc(S(=O)(=O)N2CCCCC2)c1	3	-6	1	-3	-5
3.3	1	3	1	COc1ccc(OC)c(NC(=O)Nc2nnc(N3CCCCC3C)s2)c1 (centres undefined)	-23	-1	-2	3	3
-0.1	-2	4	1	C[C@H]1CN([C@@H](C)CO)C(=O)c2cc(Br)cnc2O[C@H]1CN(C)Cc1ccc(Oc2ccccc2)cc1	-15	-2	-7	-6	-4
-0.8	6	-7	7	CCOc1ncccc1C(=O)NNC(=O)c1cccc(S(=O)(=O)Nc2ccccc2OC)c1	-8	-3	3	8	-1
-0.8	-8	-10	-1	Cc1cnn(-c2nc(-c3ccccc3)cc(-c3ccccc3)n2)c1	-7	0	12	-6	3
2.1	-2	4	0	N/C(=N\OC(=O)c1cccc(F)c1)c1cccc([N+](=O)[O-])c1	-8	1	-7	0	6
0.2	0	2	2	O=C(CCc1nc2ccccc2s1)OCC(=O)c1ccc[nH]1	2	6	0	-4	2
-0.8	-2	0	1	CC(=O)N/C(=C\c1ccc(F)cc1)C(=O)OC(C)C	3	3	6	2	-5
-0.2	-2	1	0	CCCn1nnc2c(=O)oc3ccccc3c21	-7	2	0	-5	11
2.4	-2	0	1	CC(Sc1nc(N)cc(=O)[nH]1)C(=O)N1CCOCC1 (centres undefined)	1	6	2	-10	4
-1.2	2	-2	0	Cc1nn(-c2ccc(C(=O)O)cc2)c(=O)c2ccccc12	-3	-6	4	8	5
-1.1	3	-7	2	COc1ccc(CNC(=O)COC(=O)c2c(C)nn(-c3ccccc3)c2C)cc1OC	1	-7	2	3	1
-0.1	-8	-3	0	O=C1N=C(N2CCCCC2)S/C1=C\c1ccccc1F	-16	-5	-15	-4	9
-1.4	-3	-3	3	CCOC(=O)N1CCN(C(=O)C(=O)c2cn(CC(=O)N3CCCCCC3)c3ccccc23)CC1	-15	4	1	-11	11

4 entries drawn at random from the list so far:
CRFBP-R2 agonist	M5 ag	CHRM5 PAM	CHRM4 agonist	SMILES	M1 antag	CHRM4 PAM	M5 antag	CHRM4 antagonist	M1 PAM
-2.5	-9	5	1	O=C(Cc1n[nH]c(=O)c2ccccc12)NC(c1ccccc1)c1ccccc1	-16	15	-4	-6	8
-1.2	-1	-4	10	CN(C(=O)COC(=O)C1CCN(S(=O)(=O)c2c(Cl)cccc2Cl)CC1)c1ccccc1	0	-4	4	6	-6
-0.1	-2	4	1	C[C@H]1CN([C@@H](C)CO)C(=O)c2cc(Br)cnc2O[C@H]1CN(C)Cc1ccc(Oc2ccccc2)cc1	-15	-2	-7	-6	-4
-1.2	2	-2	0	Cc1nn(-c2ccc(C(=O)O)cc2)c(=O)c2ccccc12	-3	-6	4	8	5

Carrying on.
CRFBP-R2 agonist	M5 ag	CHRM5 PAM	CHRM4 agonist	SMILES	M1 antag	CHRM4 PAM	M5 antag	CHRM4 antagonist	M1 PAM
-1.3	-1	5	1	COc1ccc(/C=C2/N=C(SC)NC2=O)cc1OC	-6	2	6	-17	6
0.8	-6	-1	2	COc1ccc(NC(=O)C(=O)NNC(=O)COc2ccc(OC)cc2)cc1	-10	12	2	-28	6
-0.1	-6	2	0	CCCCOC(=O)C1=C(C)NC(=O)NC1c1ccc(N(C)C)cc1 (centres undefined)	-8	2	6	-1	3
-0.7	-2	5	1	CCN(CC)/C(Sc1ccccc1)=C(\C(Cl)=C(Cl)Cl)[N+](=O)[O-]	-10	11	1	2	14
-1.1	1	8	1	COC(=O)NNC(=O)c1ccccc1OC	-18	16	-4	-9	8
-5.2	2	-2	4	CCC(Cc1ccccc1)NC(=O)c1cc(S(=O)(=O)N2CCCCC2)c[nH]1 (centres undefined)	-4	-2	1	-13	-1
-3.1	-7	7	0	COCCN(C(=O)COC(=O)COc1ccc(Cl)c(C)c1)c1c(N)n(Cc2ccccc2)c(=O)[nH]c1=O	-2	3	-13	0	3
-0.8	-4	-8	1	CC(CCc1ccccc1)NC(=O)c1nnc(Cc2ccc(Cl)cc2)o1 (centres undefined)	7	-2	-10	-26	-14
23	17	6	9	Cc1ccccc1CC1(CO)CCCN(C(=O)c2ccccc2Cl)C1 (centres undefined)	-10	-2	-8	11	15
-0.3	-4	-11	3	Cc1cccc(NC(=O)c2cccc(NC(=O)c3ccco3)c2)c1	-13	-7	12	-1	7
-1.2	-4	6	7	O=c1c2ccccc2nc(-c2ccco2)n1-c1nc2ccccc2s1	-12	3	2	-5	10
-0.5	5	7	1	C/C(=C\c1ccccc1F)C1Nc2cccc3cccc(c23)N1	-16	8	0	-12	5
0.2	2	-10	2	COc1ccc(OC)c(C(=O)CSc2nnc(-c3cccs3)o2)c1	-8	-11	1	4	-2
-1.0	7	-10	12	Cc1ccc(S(=O)(=O)N(C)C)cc1NC(=O)COC(=O)/C=C/c1ccc2c(c1)OCO2	-1	-6	9	-13	-1
0.1	1	1	0	CCOC(=O)C1=C(O)/C(=C\c2cccc(OC)c2)N=C1C	9	2	7	-2	2
8.9	-3	5	-2	Clc1ccc2c(c1)Nc1ccccc1CC2	-17	-1	5	-4	10
1.4	1	-2	0	CCN(CC(=O)N(CC(C)C)c1c(N)n(CC(C)C)c(=O)[nH]c1=O)Cc1nc2ccccc2c(=O)[nH]1	-9	1	4	-5	4
1.0	-7	4	1	O=C(OCc1ccc(Cl)cc1)c1cnccn1	-14	2	-3	5	9
-0.9	1	-6	0	c1ccc2c(c1)OCCOCCOCCO2	2	-8	11	0	3
-0.2	-3	16	1	COCC(C)N=C1NN=C(c2cccs2)C(CC(=O)O)S1 (centres undefined)	-11	15	-4	-18	13
6.3	2	-1	0	Cc1cc(NC(=O)CSc2nnc(-c3ccoc3C)n2N)no1	4	3	-3	16	6
0.0	-5	0	0	Cc1ccc(Cn2c(=O)c3ccccc3n3c(CCC(=O)NCCN4CCOCC4)nnc23)cc1	-3	2	6	5	4
-1.1	-1	7	1	Cc1c(C(=O)O)oc2c(F)cccc12	0	-1	-8	-6	10
nt	-2	3	0	Cc1ccc2cc(NC(=O)C3(C)CCN3C(C)C)ccc2n1 (centres undefined)	-3	-1	15	2	2
6.0	1	3	2	COc1ccccc1/C=N/NC(=O)CN(C1=NS(=O)(=O)c2ccccc21)c1ccccc1	-6	6	-4	-2	10
0.5	2	7	0	Cc1cc(C(=O)NNS(=O)(=O)c2cc(C(=O)O)ccc2Cl)c(C)n1-c1ccccc1	1	2	-8	0	2
-0.9	4	0	4	O=S(=O)(NCc1csc(-c2cccnc2)n1)c1ccc2c(c1)OCCO2	-12	0	3	5	4
0.3	-3	-9	9	Cc1sc2nc(CN3CCOCC3)nc(N3CCN(S(=O)(=O)c4ccccc4)CC3)c2c1C	10	-12	8	12	-10
-0.2	0	6	2	O=c1c(Cc2c(F)cccc2Cl)c(O)ccn1Cc1ccc2c(c1)OCO2	-17	2	5	-11	16
0.1	0	-2	5	O=C(OCc1nnc(-c2ccc(Cl)cc2)o1)C12CC3CC(CC(O)(C3)C1)C2	-4	-2	7	4	4
-0.7	-4	-11	6	CCOc1ccc(NC(=O)NC2CCCCCCC2)cc1	11	-4	25	8	-3
-2.6	3	0	0	Cc1noc(NS(=O)(=O)c2ccc(NC(=O)c3ccc(Br)o3)cc2)c1C	-17	2	-7	10	15
-1.1	-1	3	0	CCN(CC)c1ccc(/C=N/NC(=O)Cc2nnc(NC(=O)Nc3ccccc3)s2)cc1	-2	8	-6	6	5
-1.6	-4	-4	7	O=C(Cn1c(NCCO)nc2ccccc21)c1ccc(Cl)cc1Cl	4	3	4	2	1
-0.9	-3	-2	5	COc1cccc(/C=N/Nc2nc3ccccc3[nH]2)c1OC	-11	4	8	-4	5
-0.1	-1	9	2	Cc1c(NC(=O)CN2CCN(c3ccc(O)cc3)CC2)c(=O)n(-c2ccccc2)n1C	3	2	3	4	3
1.6	1	0	1	CC(C)(C)n1nnnc1C(c1cccs1)N1CCCC2(CCCCC2)C1 (centres undefined)	-14	11	4	-6	5
-1.7	2	-4	0	CCC(=O)N1CCc2cc(Br)cc(S(=O)(=O)CCC(=O)N(CC)CC)c21	-12	-1	9	-9	6
0.2	-4	10	0	Cc1ccc2c(C)c(C(=O)NCCN3CCCC(O)C3)oc2c1C (centres undefined)	-13	4	7	-10	15
0.7	-1	-3	1	COc1ccc(C(=O)NN2C(=S)N(c3ccc(OC)cc3)C(=O)C2CC(N)=O)cc1 (centres undefined)	-5	-6	7	3	6
-0.8	-8	-10	0	O=[N+]([O-])c1ccc(N2CCN(CC3CCCCC3)CC2)cc1	0	-12	15	8	-9
-2.1	0	-10	0	CCn1c(COc2ccccc2)nnc1SCC(=O)Nc1ccc2c(c1)OCCO2	9	-5	4	6	-5
-0.4	0	-5	0	CC(=O)c1cc2c(cc1NC(=O)CCCC(=O)O)OCO2	-3	2	7	14	1
6.8	-7	-7	6	O=[N+]([O-])/C(C(=C(Cl)Cl)N1CCN(Cc2ccccc2)CC1)=C1\NCCN1Cc1ccc(Cl)nc1	43*	-8	5	1	-33
nt	-2	-1	0	CC(C)c1cccc(-c2csc(C(O)c3ccc(F)c(F)c3)n2)c1 (centres undefined)	9	6	0	-2	-5
0.3	-2	3	13	CCOC(=O)c1cnc2ccc(Br)cc2c1NCCCN1CCOCC1	-18	40*	9	14	6
-3.2	0	-9	7	Cc1ccc(C)c(NC(=S)NCc2ccc3[nH]c4c(c3c2)CCCC4)c1	-8	-4	-2	-17	-2
-1.3	0	-5	1	COc1cc(/C=N/Nc2nc(C)cc(C)n2)ccc1O	3	3	4	-2	2
-1.0	3	-7	9	CC1(C)Cc2c(sc3c2c(=O)n(-c2cccc(Cl)c2)c(=O)n3CC(N)=O)CO1	-10	-4	14	-1	8
-1.1	3	-1	0	CCN(c1ccccc1)S(=O)(=O)c1ccc(C(=O)Nc2ccc(C)cn2)cc1	-5	7	-3	-5	3
-0.4	-2	0	1	COc1cc(C(=O)O)cc(NC(=O)c2ccco2)c1OC	-5	3	5	-10	3
-2.5	-1	-2	0	COc1cc(C2C3=C(COC3=O)OC(C)(C)Oc3cc4c(cc32)OCO4)cc(OC)c1OC (centres undefined)	-4	-2	6	-4	1
-2.5	-2	-4	0	COc1cc(OC)c2c(-c3cccc(-c4ccc(O)cc4)c3)cc(=O)oc2c1	-16	-2	-4	-5	10
